MPTP inh = blocks calcium-induced mitochondrial swelling | actives 1.4% (n = 360,000) | AID 602449 | inhibition, % at 10 µM | isolated mouse mitochondria, Ca2+ swelling absorbance, 30 min;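 active means inhibition of 50% or more, scaled per plate between neutral and stimulator controls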;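 further: 0% = DMSO wells given calcium and 100% = 1 mM EGTA wells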
A3A deaminase = blocks human APOBEC3A ssDNA deamination. P31941. recombinant A3A, FAM/TAMRA ssDNA deamination fluorescence. inhibition, % at 20 µM. actives 0.41% (n = 330,000);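 active means at least 40% inhibition at 20 µM here, with at most 30% in a related deaminase screen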;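 further: plate controls were A3A with DMSO for no effect and wells lacking A3A enzyme for full effect; some results filed as inactive read as strong as hits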
MIN6 prolif = induces beta-cell replication in MIN6 cells | MIN6 cells proliferation, ATPlite luminescence, 48 h; cells starved in 0.2% serum; 100% = growth in 10% serum | proliferation, % at 10 µM | actives 0.29% (n = 330,000);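 active means compounds whose signal lies at least 3.5 SD above the mean of all wells on their plate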;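 further: 0% = DMSO-treated cells in low-serum medium and 100% = 10% serum control; some compounds called inactive have numbers as strong as hits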
hIAP act = human IAP activation; purified human IAP, CDP-Star luminescence, 30 min; active compounds read high; 1 = vehicle-only enzyme, 0 = enzyme-free background; actives 0.16% (n = 330,000); activation factor at 10 µM; P09923; AID 2524;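 active means activation factor of the enzyme at least 2-fold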; further: the source names both 10 and 20 µM as test concentration; values of inactives mirror those of a sister screen read the other way
Target sequence (P09923 whole entry, looked up): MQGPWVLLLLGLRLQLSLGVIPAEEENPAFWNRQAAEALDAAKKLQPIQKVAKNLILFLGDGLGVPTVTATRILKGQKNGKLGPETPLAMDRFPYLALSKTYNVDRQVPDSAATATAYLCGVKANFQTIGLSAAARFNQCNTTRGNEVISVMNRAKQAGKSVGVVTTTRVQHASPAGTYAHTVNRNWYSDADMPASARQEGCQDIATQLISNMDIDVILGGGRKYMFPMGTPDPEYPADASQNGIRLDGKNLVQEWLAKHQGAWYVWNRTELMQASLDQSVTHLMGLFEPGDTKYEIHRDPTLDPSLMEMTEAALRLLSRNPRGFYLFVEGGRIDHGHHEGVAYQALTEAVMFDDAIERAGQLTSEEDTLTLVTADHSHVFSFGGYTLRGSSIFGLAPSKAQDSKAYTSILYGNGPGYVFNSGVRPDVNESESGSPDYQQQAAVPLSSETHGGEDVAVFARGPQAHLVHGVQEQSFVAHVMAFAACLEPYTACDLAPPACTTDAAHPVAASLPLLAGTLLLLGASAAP
ATG4B inh = blocks human ATG4B protease cleavage of LC3 substrate. Q9Y4P1. ATG4B cleavage of LC3-PLA2, NBD-HPC fluorescence, 1 h. inhibition, % at 8.33 µM. actives 0.51% (n = 340,000); in the data active means inhibition above about 40%
Target sequence (Q9Y4P1 whole entry, looked up): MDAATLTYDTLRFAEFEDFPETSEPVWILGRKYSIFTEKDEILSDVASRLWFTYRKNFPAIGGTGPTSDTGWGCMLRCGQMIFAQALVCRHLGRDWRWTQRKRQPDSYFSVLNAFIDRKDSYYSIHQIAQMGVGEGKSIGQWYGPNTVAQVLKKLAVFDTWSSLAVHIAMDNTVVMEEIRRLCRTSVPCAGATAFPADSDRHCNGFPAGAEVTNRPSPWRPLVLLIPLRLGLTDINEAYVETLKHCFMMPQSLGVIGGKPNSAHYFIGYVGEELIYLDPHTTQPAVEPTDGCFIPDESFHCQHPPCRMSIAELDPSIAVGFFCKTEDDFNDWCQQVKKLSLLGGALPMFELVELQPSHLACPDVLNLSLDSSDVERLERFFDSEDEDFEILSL
hIAP inh = blocks human intestinal alkaline phosphatase. inhibition, % at 10 µM. purified IAP, CDP-Star luminescence, 30 min. AID 2544. actives 0.12% (n = 330,000). P09923;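 active means inhibition reaching a set limit with compound at 10 µM in the primary screen, cut at about 35% in these data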;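 further: plate controls were DMSO wells with enzyme for no effect and no-enzyme buffer wells for full effect; values of inactives mirror those of a sister screen read the other way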
mIAP inh = mouse IAP inhibition; purified mouse IAP, CDP-Star luminescence, 30 min; inhibition, % at 10 µM; actives 0.2% (n = 330,000); AID 2806;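 active means inhibition of at least 40% at 10 µM in the primary screen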;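 further: plate controls were DMSO with enzyme for no effect and no enzyme wells for full effect; values of inactives mirror those of a sister screen read the other way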
mIAP act = mouse IAP activation; muIAP, CDP-Star luminescence, 30 min; active compounds read high; 1 = vehicle-only enzyme signal, 0 = enzyme-free wells; activation factor at 10 µM; actives 0.24% (n = 330,000); AID 2805;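 active means activation factor of at least 2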; further: the source names both 10 and 20 µM as test concentration; values of inactives mirror those of a sister screen read the other way
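also added = chemiluminescent substrate CDP-Star | test system = mouse IAP enzyme | signal = chemiluminescence readout | compound = DMSO-dissolved test compounds | incubation = 30 min at room temperature | benchmarks = DMSO wells, no-enzyme wells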
APOBEC3G inh = blocks human APOBEC3G single-stranded DNA deamination | Q9HC16 | recombinant A3G, ssDNA deamination FAM/TAMRA fluorescence | inhibition, % at 20 µM | actives 0.28% (n = 330,000);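 active means inhibition of at least 40% at 20 µM, with no more than 30% in the related APOBEC3A deaminase screen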;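 further: plate controls were DMSO wells with A3G for no effect and wells lacking A3G enzyme for full effect; some compounds called inactive have numbers as strong as hits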
Numbers without * were called inactive; . = no result given.

SMILES	MPTP inh	A3A deaminase	MIN6 prolif	hIAP act	ATG4B inh	hIAP inh	mIAP inh	mIAP act	APOBEC3G inh
Cc1ccccc1-n1c(C)cc(/C=C2\NC(=O)NC2=O)c1C	0.0	1	-6	0.88	-2	12	0	0.99	-4
Cc1cc(O)cc(O)c1C(=O)Cc1cnn(-c2ccccc2)c1	5.8	3	-1	0.89	-9	11	2	0.98	-1
Cc1occc1C(=O)Nc1c(F)c(F)c(F)c(F)c1F	2.0	7	-1	0.93	-7	8	4	0.96	3
CC(C)(C)NC(=O)C[C@H]1C[C@H](C(=O)N2CCCCC2)[C@@]2(C)c3[nH]c4ccc(Cl)cc4c3CCN2C1=O	2.7	1	.	.	-7	.	-23	1.2	-2
C=CCn1c(CCNC(=O)c2ccc(Cl)c(Cl)c2)nnc1SCCOc1ccc(OC)cc1	0.1	6	-5	1	-3	0	4	0.95	4
Cn1c(CC(=O)Nc2ccccc2)n[nH]c1=S	-0.4	-1	1	0.9	-34	10	-3	1	24
O=C1CN(C(=O)C2CCCC2)CCN1	-0.8	-2	0	0.99	7	1	-3	1	-5
COc1ccc(C(=O)Nc2ccccc2C(=O)N2CCOCC2)cc1OC	-0.2	3	0	0.99	-1	1	0	1	-4
CC(C)CN(C(=O)c1cc(Cl)nc2ccccc12)c1c(N)n(Cc2ccccc2)c(=O)[nH]c1=O	0.7	9	0	0.94	-9	6	-12	1.1	5
C=CCNC(=S)N/N=C(\C)c1cccc(OC)c1	-0.4	1	0	1.1	-2	-12	-5	1.1	-8
Clc1ccc(-c2nnc(Sc3nc4ccccc4o3)c3ccccc23)cc1	1.5	-3	-4	0.99	-20	1	2	0.98	-3
CN(C)CCCNc1ncnc2oc(-c3ccccc3)c(-c3ccccc3)c12	-2.3	-4	-4	1	-5	-2	1	0.99	-8
COc1ccc(CCC(=O)N2CCCC(Nc3ccc(OC)cc3)C2)cc1 (centres undefined)	-0.1	-4	5	0.92	12	8	-3	1	1
CCC(=O)c1ccc(OC(=O)c2cccs2)cc1	0.4	-4	-3	1	8	0	-4	1	-8
CCN(CC)CCOc1ccc2nc(N(C)C)sc2c1	-0.2	-1	4	0.95	-7	5	-8	1.1	-3
CC(=O)Nc1cc(C(=O)CSc2nnc(C3CC3)n2C2CC2)ccc1O	-0.5	15	-2	0.93	2	7	15	0.85	18
Cc1cc(C)c(S(=O)(=O)Nc2nnc(CC(C)C)s2)c(C)c1	0.6	-7	-3	1.1	4	-13	-2	1	-4
CCOC(=O)N1CCN(S(=O)(=O)c2ccc(OC)cc2)CC1	0.4	1	-4	1.1	-6	-5	-6	1.1	1
CN(C)/C=C/C(=O)c1ccc2noc(-c3cccc(F)c3)c2c1	0.2	-3	-5	1	1	-2	7	0.93	-5
COc1ccccc1NS(=O)(=O)c1ccc(C(=O)NCCCN2CCCC2=O)cc1	-1.3	0	-1	1	-8	-3	-1	1	0
CN(C)CCCN(C(=O)COc1ccc(Cl)cc1)c1nc2cc3c(cc2s1)OCO3	-1.0	-2	-6	0.96	8	4	5	0.95	-8
COC(=O)C1CCCCN1C(=O)c1cc(COc2cccc3cccnc23)on1 (centres undefined)	0.6	1	4	1	3	-1	0	1	-3
CCOC(=O)c1c(S(=O)(=O)NCC(=O)Nc2ccccc2)c(C)n(C)c1C	2.3	-5	1	1.2	-6	-22	2	0.98	-2
Cc1cccc(N=N/C(=C\O)C(=O)c2cccs2)c1	2.1	-3	-5	0.88	27	12	8	0.92	-2
Cc1cc2ccccc2c(=O)n1CC(=O)NCC1COc2ccccc2O1 (centres undefined)	-3.6	-1	0	1.1	-1	-6	3	0.97	-1
COc1ccc(OC)c(NC(=O)COC(=O)/C=C/c2ccc(Cl)cc2)c1	0.6	-1	0	0.85	-2	15	-2	1	0
COc1ccccc1CNC(=O)CCCn1nc(C)c2c(C)n(-c3ccc(C)cc3)nc2c1=O	0.7	-5	-8	0.83	2	17	-3	1	-5
COc1ccc(CNC(=O)CC2C[C@H](C(=O)N3CCCCC3)[C@@]3(C)c4[nH]c5ccccc5c4CCN3C2=O)cc1OC (some centres undefined)	3.5	-1	-1	1.1	-7	-7	-13	1.1	-5
CC(CNC(=O)CN1C(=O)COc2ccc(S(=O)(=O)N3CCCCC3)cc21)c1ccccc1 (centres undefined)	-1.2	-6	-2	1.3	2	-33	-4	1	-6
CCN1CCN(C(=O)c2ccc(Cl)c(S(=O)(=O)N3CCCCC3)c2)CC1	1.3	1	-3	0.95	-5	5	-4	1	-1
CCN(CC)CCNC(=O)C1(O)c2cc(Br)ccc2NC(=O)N1c1ccccc1 (centres undefined)	0.3	2	-4	1.1	5	-9	-5	1.1	-6
COc1ccccc1C(=O)NC(=O)COC(=O)Cc1ccc(F)cc1	-0.8	0	4	1.1	2	-6	0	1	-6
O=C(CN1C(=O)C(=O)N(Cc2ccco2)C1=O)c1c[nH]c2ccccc12	0.5	4	-4	1	-4	-2	7	0.93	-4
Cc1occc1-c1nnc(SCC(=O)Nc2ccccc2N2CCCCC2)n1C	-2.1	1	2	0.91	3	9	-2	1	-3
COc1ccccc1Nc1nc(Cl)nc(Nc2ccccc2OC)n1	-3.0	-1	-3	0.98	-9	2	6	0.94	-3
COc1ccc(OC)c(C2=NOC(C(=O)Nc3ccc4c(c3)OCCO4)C2)c1 (centres undefined)	-0.1	-3	-1	1	-10	-2	4	0.96	-9
O=c1cc(N2CCCCCC2)[nH]c(=O)n1-c1ccc(Cl)cc1	-1.8	0	0	1	-7	0	6	0.94	-1
CS(=O)(=O)n1nc(-c2ccco2)nc1N	-1.6	0	1	1	11	-2	5	0.95	0
CN(C)/C=C1/Nc2ccccc2C1=O	-0.9	-4	-3	1.1	-4	-9	2	0.98	-5
S=c1[nH]cc(-c2ccccc2)[nH]1	0.0	-3	1	0.99	-4	1	-3	1	7
CCOC(=O)c1cc(C(=O)c2cccs2)n2ccc(C(C)=O)cc12	-0.6	1	-3	0.91	-3	9	-10	1.1	19
Cc1c(-c2csc(N)n2)c2ccccc2n1C	0.2	2	1	1.1	-8	-14	2	0.97	0
O=C(Cn1nc(-c2ccc(Cl)cc2)ccc1=O)NCCN1CCOCC1	0.2	-4	3	0.88	0	12	8	0.93	-10
CSc1ccc(C(C(C(=O)c2cccs2)N2CCOCC2)N2CCOCC2)cc1 (centres undefined)	-1.6	-1	-1	0.98	-11	2	5	0.95	3
CC(C)N(C)C(=O)C(=O)c1cccn1-c1cccc(Cl)c1C#N	1.3	-1	-1	0.94	3	6	2	0.98	-3
O=C(NCc1ccco1)C1CC(=O)N(CCc2ccccc2)C1 (centres undefined)	-1.5	-14	-2	0.92	-9	8	0	1	1
O=C(NC1CCCc2ccccc21)C1CCCN(S(=O)(=O)c2cnc[nH]2)C1 (centres undefined)	0.7	-3	1	0.85	-9	15	-4	1	-5
CSc1ccc(/C=c2\s/c(=C\C(=O)C(C)(C)C)n(CC(=O)NCCC3=CCCCC3)c2=O)cc1	7.2	4	-2	1	-2	-2	10	0.9	0
CCOC(=O)c1ccccc1NS(=O)(=O)c1ccc(OCC)cc1	1.5	6	-3	0.89	13	12	3	0.97	3
O=C(c1ccc(C(F)(F)F)cc1)C1CCCN(C(=O)CCc2ccncc2)C1 (centres undefined)	-0.5	1	-3	0.87	30	13	1	0.99	0
C=CCn1c(O)c(N=NC(=O)c2ccccc2NS(=O)(=O)c2cccs2)c2ccccc21	5.0	-1	-2	0.81	14	19	10	0.9	-2
O=C(CSc1nnc2c(Cl)cc(Cl)cn12)N1CCN(c2ccc(F)cc2)CC1	0.0	-3	-3	1.1	0	-6	0	1	-4
CCN(C(=O)CSc1nnc(SC(C)C)s1)C1CCS(=O)(=O)C1 (centres undefined)	0.6	-5	-5	0.93	1	7	7	0.93	-8
CN(CC(=O)NCCN1CCN(c2ccccc2)CC1)S(=O)(=O)c1ccc2c(c1)CCC(=O)N2	-0.3	-5	0	0.96	-10	4	-15	1.1	-7
COc1cc(C(=O)NCC(=O)NC(C)c2ccc(-n3ccnc3)cc2)cc(OC)c1OC (centres undefined)	-2.6	-4	3	0.99	-14	1	-4	1	-7
Cc1cccc(OC(C)C(=O)Nc2ccc(N3CCCCC3)cc2)c1 (centres undefined)	-1.6	-2	-3	1.1	-5	-12	-2	1	-6
O=C(CC1CCCCC1)N=C1SC2CS(=O)(=O)CC2N1c1ccccc1 (centres undefined)	-2.0	-4	-2	1	1	-4	11	0.89	-3
COc1ccc(N(C(=O)c2cc3ccccc3oc2=O)C2C=CS(=O)(=O)C2)cc1 (centres undefined)	-0.8	-3	-3	1.2	-7	-16	-11	1.1	-9
N#Cc1ccc(NC(=O)COC(=O)CNC(=O)C2CCCCC2)cc1	0.7	6	-1	0.99	-4	1	8	0.92	0
O=c1[nH]cnc2c1sc1nc(C(F)F)cc(-c3ccccc3)c12	3.4	2	-5	1.2	-4	-19	-5	1	-3

Of the compounds above, these contain a tert-butyl group:
SMILES	MPTP inh	A3A deaminase	MIN6 prolif	hIAP act	ATG4B inh	hIAP inh	mIAP inh	mIAP act	APOBEC3G inh
CC(C)(C)NC(=O)C[C@H]1C[C@H](C(=O)N2CCCCC2)[C@@]2(C)c3[nH]c4ccc(Cl)cc4c3CCN2C1=O	2.7	1	.	.	-7	.	-23	1.2	-2
CSc1ccc(/C=c2\s/c(=C\C(=O)C(C)(C)C)n(CC(=O)NCCC3=CCCCC3)c2=O)cc1	7.2	4	-2	1	-2	-2	10	0.9	0

(more compounds)
SMILES	MPTP inh	A3A deaminase	MIN6 prolif	hIAP act	ATG4B inh	hIAP inh	mIAP inh	mIAP act	APOBEC3G inh
C=C(C)COc1ccc(-c2nc(N)nc(C)c2Oc2ccccc2OC)c(O)c1	0.3	-2	-4	0.9	-10	10	9	0.91	-5
CCOC(=O)c1ccc(CN2C(=O)c3ccccc3S2(=O)=O)cc1	-0.4	3	-3	1.3	5	-26	0	1	5
O=C(CCCn1c(SCc2cc(=O)n3cc(Cl)ccc3n2)nc2ccccc2c1=O)NCC1CCCO1 (centres undefined)	1.1	5	-2	0.89	-4	11	6	0.94	-4
CC(C)(C)SCCNC(=O)c1ccc(CN2CCc3ccccc3C2)cc1	-0.4	-3	1	0.92	-1	8	3	0.97	4
CC[C@@]12C(=O)N(c3ccc(C)cc3)C(=O)N1[C@H](c1ccc(OC)cc1)[C@@H]1C(=O)N(C(C)(C)C)C(=O)[C@@H]12	-1.1	-3	1	0.93	-12	7	0	1	-5
COc1cc(-c2ccc(=O)[nH]n2)ccc1OC(F)F	-1.1	3	10	1	3	0	-10	1.1	2
Cn1nc(C(=O)Nc2ccc(Br)cc2)cc1C(=O)Nc1ccc(Br)cc1	0.3	-5	-1	0.84	0	16	-3	1	-3
COc1cc(Cl)c(C)cc1NC(C)C(=O)Nc1cc(C(F)(F)F)ccc1N1CCOCC1 (centres undefined)	1.5	1	-7	0.83	4	17	6	0.94	-7
CCC(=O)Nc1cc(=O)[nH]c2ncnn12	-0.2	1	0	0.99	-11	1	-48	1.5	-1
COc1ccc(-c2nnn(CC(=O)N(Cc3ccccc3Cl)C(C(=O)NCC3CCCO3)c3ccco3)n2)cc1 (centres undefined)	5.9	5	-2	0.96	-4	4	-29	1.3	4
COc1cc(-c2cc(C(=O)NCc3ccco3)c3ccccc3n2)cc(OC)c1OC	-1.0	0	-3	0.7	-1	30	-5	1	-2

Compound activity from PubChem BioAssay.
